Assay outcomes deposited in PubChem by National Center for Advancing Translational Sciences (NCATS).
Gal4-VP16 FLuc: VP16 counterscreen qHTS for inhibitors of ROR gamma transcriptional activity; Potency, µM (highest dose often 53.6 µM), for inactives: top-dose activity, negative = inhibition, actives largely listed as inhibitors; AID 2546, 2010; Drosophila S2 Gal4-VP16 UAS-luciferase, luminescence, 20 h; 310,000 compounds, 3.5% hits;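 note: Gal4-VP16 expression switched on by copper sulfate through the metallothionein promoter; % is set by controls: 0 for no effect and ±100 for the full control effect; nearly all actives have a fitted effect of over 50% in size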
MBNL1-CUG inh: qHTS Assay for Inhibitors of MBNL1-poly(CUG) RNA binding | TR-FRET MBNL1-His/biotin-(CUG)12 binding, 665/545 ratio | 280,000 compounds, 0.036% hits | Potency, µM (highest dose often 57.5 µM), inactives show at the top dose activity change, negative = inhibition, usual class: inhibitors | Muscleblind-like protein 1 (Homo sapiens), Q9NR56; active = well fitted inhibition curve with a large enough effect in the signal ratio, with a control signal flat, not every such curve was filed as active; inconclusive = small, poorly fitted or top-dose-only effect, or effect the other way, or a change in a side signal; inactive = no such curve, though single readings can be large or run the other way; the % refers to the signal ratio; note: % is set by controls: 0 for no effect and ±100 for the full control effect
Target sequence (Q9NR56 whole entry, looked up): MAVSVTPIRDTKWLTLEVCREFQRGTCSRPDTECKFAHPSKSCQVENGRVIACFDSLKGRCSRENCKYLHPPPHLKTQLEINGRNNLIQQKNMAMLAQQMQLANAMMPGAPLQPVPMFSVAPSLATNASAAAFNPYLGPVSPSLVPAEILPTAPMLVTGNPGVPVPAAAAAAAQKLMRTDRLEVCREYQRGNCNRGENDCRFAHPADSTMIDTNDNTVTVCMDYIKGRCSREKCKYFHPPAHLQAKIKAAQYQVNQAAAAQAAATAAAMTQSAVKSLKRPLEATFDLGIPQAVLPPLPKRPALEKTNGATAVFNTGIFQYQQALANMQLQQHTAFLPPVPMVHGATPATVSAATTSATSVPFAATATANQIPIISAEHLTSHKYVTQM
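Ratiometric TR-FRET (665 over 545 nm, excitation 340 nm) tracks disruption of MBNL1-His/biotin-(CUG)12 complex after 60 min at room temperature, with compounds at 92 nM to 58 uM final.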
p53 reactivator: qHTS assay for re-activators of p53 using a Luc reporter; Potency, µM (doses to about 92.2 µM), for inactives: at the highest dose activity change, positive = activation, hits mostly activators; AID 504706, 2011; 320,000 compounds, 0.063% hits; H1299 p53-A138V BP100-luciferase reporter, luminescence, 24 h; note: % of control where 0% means no effect; nearly all actives have a fitted effect of over 45% in size
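p53-null H1299 cells stably carrying temperature-sensitive p53-A138V and a BP100-luciferase reporter were pinned with compounds (4-point, 1:5 series) and held 24 hrs at 37 deg C. Luminescence was read 10 min after detection reagent.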
FLuc counter: qHTS profiling assay for firefly luciferase inhibitor/activator using purifed enzyme and Km concentrations of substrates (counterscreen for miR-21 project) | Potency, µM (highest dose often 57.5 µM), for inactives: top-dose activity change, negative = inhibition, usual class: inhibitors | purified FLuc, Km substrates, luminescence inhibition | Luciferin 4-monooxygenase (Photinus pyralis), P08659 | 360,000 compounds, 6.9% hits | AID 588342, 2011;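 note: plate controls were vehicle for no effect and reference inhibitor for full effect; nearly all actives have a fitted effect of over 55% in size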
Target sequence (P08659 whole entry, looked up): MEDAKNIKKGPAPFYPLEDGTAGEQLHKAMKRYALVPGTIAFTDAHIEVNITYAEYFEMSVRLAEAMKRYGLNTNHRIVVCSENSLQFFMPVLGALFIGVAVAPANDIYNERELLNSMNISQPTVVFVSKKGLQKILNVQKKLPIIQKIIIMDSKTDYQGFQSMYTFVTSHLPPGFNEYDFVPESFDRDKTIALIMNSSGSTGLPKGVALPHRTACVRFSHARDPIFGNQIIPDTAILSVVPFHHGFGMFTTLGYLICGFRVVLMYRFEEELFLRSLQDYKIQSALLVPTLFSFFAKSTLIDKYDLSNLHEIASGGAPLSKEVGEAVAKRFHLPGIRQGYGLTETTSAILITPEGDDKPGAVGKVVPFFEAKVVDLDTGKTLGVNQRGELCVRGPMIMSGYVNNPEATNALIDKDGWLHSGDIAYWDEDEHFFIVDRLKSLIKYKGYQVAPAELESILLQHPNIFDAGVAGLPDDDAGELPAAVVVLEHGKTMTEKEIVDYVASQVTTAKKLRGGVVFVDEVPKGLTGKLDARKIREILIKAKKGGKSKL
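Purified P. pyralis luciferase, 10 nM final, with Km-level 10 uM D-luciferin and 10 uM ATP in 50 mM Tris acetate pH 7.5, 10 mM Mg acetate, 0.01% Tween-20, 0.05% BSA; 6-point qHTS titration about 60 µM downward; luminescence read.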
RORg inh: qHTS for inhibitors of ROR gamma transcriptional activity; Drosophila S2 Gal4-RORgamma UAS-luciferase reporter, 20 h; Potency, µM (top dose mostly 53.6 µM), for inactives: top-dose activity change, negative = inhibition, actives largely listed as inhibitors; 310,000 compounds, 5.4% hits; AID 2551, 2010; note: % is set by controls: 0 for no effect and ±100 for the full control effect; nearly all actives have a fitted effect of over 60% in size
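Luminescence from a UAS-regulated Photinus luciferase reporter in stably transfected Drosophila Schneider cells is measured; decreased signal marks ROR gamma inhibition. Fusion expression is induced by 700 uM copper sulfate for 20 hr.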
MLL CXXC-DNA inh: qHTS Fluorescence Polarization Assay for Inhibitors of MLL CXXC domain - DNA interaction; Histone-lysine N-methyltransferase 2A (Homo sapiens), Q03164; MLL-CXXC / FITC-HOXA9 DNA fluorescence polarization; Potency, µM (series often up to 115 µM), for inactives: top-dose activity change, negative = inhibition, actives largely listed as inhibitors; 290,000 compounds, 0.037% hits; AID 2662, 2010; active = well fitted inhibition curve with a large enough effect in the polarisation, with a control signal flat, not every such curve was filed as active; inconclusive = small, poorly fitted or top-dose-only effect, or effect the other way, or a change in a side signal; inactive = no such curve, though single readings can be large or run the other way; the % refers to the polarisation
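Fluorescence polarization: 7 uM MLL-CXXC (stock) preincubated 5 min with compounds, then 50 nM fluorescein-HOX-A9 DNA (stock) added; 30 min ambient. Buffer 50 mM Tris-HCl pH 7.5, 50 mM NaCl, 1 mM DTT, 0.05% BSA.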
BRCA1 expr act: qHTS Assay to Identify Small Molecule Activators of BRCA1 Expression. MCF7-BRCA1-FFLuc reporter, luminescence, 48 h; response scale: scaled: vehicle 0%, 10 µM genistein 100%. Potency, µM (top dose mostly 46.1 µM), inactives show top-dose activation, actives largely listed as activators. 380,000 compounds, 1.1% hits. AID 624202, 2012; note: nearly all actives have a fitted effect of over 80% in size; some results filed as inactive show a strong effect at the top dose
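MCF7-BRCA1-FFLuc cells, 2000/well in phenol-red-free MEM, attached 2 h then treated 48 h at 37 C. Luciferase luminescence read 15 min after reagent; normalized to genistein maximum activation (10microM) and DMSO, concentration-response fitted.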
uPA surface inh: qHTS for Inhibitors of Cell Surface uPA Generation. cell surface uPA generation assay, qHTS. Potency, µM (highest dose often 38.3 µM), without a hit: at the highest dose activity change, negative = inhibition, usual class: inhibitors. 330,000 compounds, 0.31% hits. AID 540303, 2011; active = well fitted inhibition curve with a large enough effect; inconclusive = small, poorly fitted or top-dose-only effect; inactive = no such curve, though single readings can be large or run the other way; tested in mouse RAW 264.7 cells; note: % is set by controls: 0 for no effect and ±100 for the full control effect; nearly all actives have a fitted effect of over 55% in size
ELG1 genotoxic: qHTS screen for small molecules that induce genotoxicity in human embryonic kidney (HEK293T) cells expressing luciferase-tagged ELG1; HEK293T ELG1-luciferase reporter, luminescence, 16 h; 330,000 compounds, 1.3% hits; Potency, µM (titrated, usually from 46 µM), for inactives: top-dose activity change, positive = activation, hits mostly activators; AID 504466, 2011; note: % of control where 0% means no effect; nearly all actives have a fitted effect of over 60% in size
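Quantitative HTS format in 1536-well plates. HEK293T ELG1-luciferase reporter cells receive test compound and are incubated 16 hr at 37 °C, 5% CO2; ONE-Glo added, 30 min room temperature, then luminescence read.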
Rab9 promoter act: qHTS Assay for Rab9 Promoter Activators | Huh7 Rab9 promoter-luciferase reporter, luminescence, 24 h | Potency, µM (titrated, usually from 9.22 µM), for the others: at the highest dose activation, negative = inhibition, usual class: activators | 320,000 compounds, 2.8% hits; note: % of control where 0% means no effect; nearly all actives have a fitted effect of over 60% in size
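Stable Rab9-luc Huh7, 1500 cells/well, 2 h settle; cmpd in DMSO, 24 h, 37 °C/5% CO2; luciferase reagent 10 min RT; luminescence.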
NPC1 promoter act: qHTS Assay for NPC1 Promoter Activators. Huh7 NPC1 promoter luciferase reporter, 24 h. Potency, µM (highest dose often 9.22 µM), for the others: at the highest dose activation, actives largely listed as activators. 320,000 compounds, 2.4% hits. AID 485313, 2010;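 note: % of control where 0% means no effect; nearly all actives have a fitted effect of over 60% in size; reporter is driven by a mutant NPC1 promoter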
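Cells: Huh7 expressing luciferase under the NPC1 promoter, 1500/well. Seeded 2 h, compound added, incubated 24 h at 37 °C. Luciferase reagent, 10 min ambient, then luminescence.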
Numbers without * were called inactive; ? = inconclusive; / = no result given; & = joins results of further samples; [ ] = dose if it differs, or a comment. Unless noted, calls come from the whole dose curve; as a rule, active = well fitted curve in the direction sought with a large enough effect; inconclusive = small, poorly fitted or top-dose-only effect, or another doubt; inactive = no such curve, though single readings can be large; an effect the other way counts as inactive or inconclusive. Potency is the fitted concentration of half-maximal effect.

SMILES | Gal4-VP16 FLuc | MBNL1-CUG inh | p53 reactivator | FLuc counter | RORg inh | MLL CXXC-DNA inh | BRCA1 expr act | uPA surface inh | ELG1 genotoxic | Rab9 promoter act | NPC1 promoter act
CC(=O)Nc1ccc(NC(=O)CSc2nc3nc(C)cc(C)c3c(=O)[nH]2)cc1 | 1% | -5% | -3% | -2% | -1% | 11% | -16% | 3% | 0% | 0% | -6%
COC(=O)c1ccc(C2Nc3cccc4cccc(c34)N2)cc1 | -4% | / | 14% | ? | -27% | -6% | 1% | 4% | 1% | 3% | 11%
CCOC(=O)CSc1nnc(Cn2c(=O)sc3ccccc32)n1C | -10% | 0% | 5% | -1% | -12% | 4% | 5% | 11% | 0% | 13% | -1%
CCCN(C(=O)c1ccc(N2CCCC2=O)cc1)c1c(N)n(Cc2ccccc2)c(=O)[nH]c1=O | / | / | 5% | -1% | / | / | -8% | 8% | 1% | -1% | -3%
O=C(COc1ccc2c3c(c(=O)oc2c1)CCCC3)N[C@@H](Cc1ccccc1)C(=O)O | 4% | -4% | 11% | -1% | 4% | 13% | -6% | 10% | 0% | -1% | 0%
O=C(NC(=S)Nc1ccc(CN2CCCCC2)cc1)c1ccco1 | -14%[10 µM] | -16% | 0% | -16% | -30% | -3% | 11% | -1% | 3% | -1% | 5%
Cc1cc(C)nc(NC(=O)COc2cc(Cl)cc(Cl)c2)n1 | 3% | -1% | 2% | 0% | 3% | 1% | 35% | -7% | 0% | -6% | 0%
CC(=O)NCc1ccc(S(=O)(=O)NC2CCN(Cc3ccccc3)CC2)cc1 | -4% | 1% | 1% | 0% | 11% | 0% | -11% | 2% | 0% | -3% | 1%
Cc1cc(OCC(=O)Nc2ccncc2)cc(C)c1Br | 11µM* | 8% | -1% | -2% | 0% | -13% | 26% | -4% | -7% | 0% | 0%
CC(C)(C)c1ccc(N2C(=O)Cc3c2nc(N)c(C#N)c3N)cc1 | 18% | 8% | 18% | ? | ? | 7% | -38%[1.84 µM] | -2% | ? | 28% | 25%
COc1ccc(S(=O)(=O)NCCc2csc(C)n2)cc1C | -1% | 5% | 6% | 5% | 20% | -6% | -3% | 1% | 1% | 4% | -2%
CCc1ccc(S(=O)(=O)Nc2ccc(-c3ccc4nnc(C)n4n3)cc2)s1 | / | / | -25% | 18% | / | / | -21% | 14% | 23µM* | -3% | -4%
COc1ccccc1N1CCN(S(=O)(=O)c2cccs2)CC1 | 8% | -2% | -5% | 0% | 7% | 3% | 9% | / | 12% | -4% | 0%
O=C(COC(=O)c1cc([N+](=O)[O-])ccc1N1CCOCC1)NCCc1ccccc1 | 4% | ? | -7% | 4% | -2% | 22% | -9% | -5% | -2% | 8% | -2%
CCOc1ccc(S(=O)(=O)N(CC(=O)N2CCC(C(N)=O)CC2)c2ccc(F)cc2)cc1 | -3% | -11% | 2% | 3% | 5% | 11% | -23% | -2% | 3% | 5% | 1%
O=C(CSc1nnnn1-c1ccc(O)cc1)NC1CCCCC1 | -1% | -3% | -6% | 1% | 5% | 0% | -10% | 0% | -3% | 3% | 2%
N#Cc1cccn1-c1nccc(-c2cccs2)n1 | ? | 8% | 9% | ? | 22% | -16% | 2% | -8% | 11% | ? | 15%
CCOc1ccc(NC(=O)C(=O)NCCN2CCN(S(=O)(=O)c3ccccc3)CC2)cc1 | -10% | 1% | 3% | 1% | 11% | -8% | 2% | / | 13% | -2% | -2%
C=CCC(CC=C)(NC(=O)c1ccccc1C(=O)O)c1ccccc1 | 5% | / | -3% | -1% | -4% | ? | -11% | -5% | 0% | 0% | 0%
COc1ccc(OC)c(NC(=O)CCNS(=O)(=O)c2cc(Br)cnc2N)c1 | 0% | -1% | -3% | -1% | 6% | -4% | 5% | 5% | -3% | 5% | -2%
O=C(CNC(=O)C1CC(=O)N(c2cccc3ccccc23)C1)Nc1ccccc1Br (configuration not stated) | / | / | 0% | -2% | / | / | 7% | 0% | -3% | 12% | -4%
Cc1nn(CCc2nn[nH]n2)c2nc(-c3ccc(Br)cc3)cc(C(F)(F)F)c12 | ? | / | 4% | ? | ? | 13% | -83% | -14% | -8% | -5% | -6%
CC1CCN(c2nc3ccccn3c(=O)c2C=O)CC1 | -13% | ? | 0% | -2% | 3% | 0% | 4% | 12% | 6% | -7% | -5%
Cc1cc(C)c(NS(=O)(=O)c2ccc3c(c2)NC(=O)CC(=O)N3)c(C)c1 | 1% | -6% | -6% | 2% | 9% | -11% | 2% | 4% | 2% | -7% | 0%
Cc1nc(NS(=O)(=O)c2ccc(Br)cc2)c2c3c(sc2n1)CCC3 | 4% | 3% | -1% | 1% | ? | -6% | -26% | -6% | -2% | 0% | -1%
O=C(CNC(=O)C(c1ccccc1)c1ccccc1)N/N=C/c1cccnc1 | 5% | / | -1% | -2% | 14% | -7% | -18% | 1% | -2% | 3% | 12%
CCOc1ccccc1C1C(C(N)=O)=C(C)Nc2nc(-c3ccccc3Cl)nn21 (configuration not stated) | 3% | 0% | -17% | 0%&3% | 1% | -4% | -1% | -2% | 3% | -4% | 0%
Cc1cccc(N(C)S(=O)(=O)c2cc3c(cc2C)n(C)c(=O)c(=O)n3C)c1 | 3% | -1% | 10% | 5% | -1% | / | -1% | ? | 0% | 0% | -3%
O=C(NCCc1c[nH]c2ccccc12)[C@@H]1C[C@H]1[C@@H](NP(=O)(c1ccccc1)c1ccccc1)c1ccccc1 | -8%&-8% | -19% | 7% | -7% | ? | 12% | / | / | -5% | -5% | -3%
COc1ccc(-n2nc(C(=O)NCC(=O)N3CCC(C(N)=O)CC3)c3ccccc3c2=O)cc1 | -22% | ? | 6% | 11µM* | -35% | -1% | 32% | -5% | ? | 8% | 9%
Cc1cc(-n2c(C)cc(C(=O)CSc3nncn3C(C)C)c2C)no1 | / | / | 8% | -2% | / | / | -12% | -2% | -1% | -4% | -2%
CCC(CO)NC(=O)c1ccc(-c2nn(C)c(=O)c3ccccc23)cc1 (configuration not stated) | 3% | -10% | -3% | 1% | -19% | -2% | -3%[1.84 µM] | -7% | ? | -3% | -2%
Cc1ccccc1NC(=O)Cc1c(O)c2ccccc2[nH]c1=O | 0% | -3% | 4% | 3% | 1% | 0% | -3% | 7% | 2% | 5% | -1%
O=C1NC(=O)/C(=C/c2ccc(O)cc2)S1 | 2% | ? | 17% | 15µM* | 2% | 14% | ? | 1% | ? | ? | 30%
CCO/C(C)=N/n1c2nc3ccccc3nc2c2c(=O)n(CC(C)C)c(C)nc21 | -1% | 19% | 11% | 1% | -17% | -4% | -14% | 6% | -1% | 3% | -2%
COc1ccc(NC(=O)c2ccccc2NC(=O)c2ccco2)cc1 | 4% | 5% | 4% | -11% | 5% | 6% | -3% | -4% | 7% | -1% | -7%
CCN(CC)c1ccc(NS(=O)(=O)c2cn(C)c(=O)n(C)c2=O)c(C)c1 | -10% | 1% | 4% | -3% | 21% | / | -9% | 16% | 4% | -2% | 1%
CCOc1ccc(CCNC(=O)c2cccs2)cc1OCC | / | -8% | / | 3% | / | 12% | -14% | 1% | -5% | -1% | 0%
COc1cc(OC)c(C(=O)NNC(=O)CN(C)S(=O)(=O)c2ccc(Cl)cc2)cc1OC | / | / | -3% | -1% | / | / | -21% | -5% | -14% | 3% | -1%
NC(=O)CSc1nc2ccccc2n1Cc1ccccc1F | 2% | -2% | -10% | -1% | 5% | -1% | -18% | 6% | -1% | -10% | -4%
CCC(=O)N1CC2(CC(c3cccc(NC(=O)CC(c4ccccc4)c4ccccc4)c3)=NO2)C[C@H]1C(N)=O (some centres not stated) | -1% | -6% | -3% | -1% | 7% | -4% | 8% | 8% | -10% | -6% | -1%
Cc1ccccc1NC(=O)c1ccc(CN2CC(=O)N3CCCCC3C2=O)cc1 (configuration not stated) | -9% | -6% | 4% | -2% | -25% | / | -8% | -1% | -3% | 1% | -5%

The list is partial (hit frequency here may not be typical).
